Screening data from PubChem.
GAA inhib: inhibitors of human lysosomal alpha-glucosidase; 200,000 tested, 0.005% active; P10253; purified human GAA, 4-MU-alpha-glucoside fluorescence; AID 1466; Potency, µM (titrated, usually from 76.9 µM), inactives show at the top dose activity change, negative = inhibition, actives largely listed as inhibitors;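 further: plate controls were uninhibited enzyme wells for no effect and no-enzyme background for full effect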
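Read-out is 4-methylumbelliferone fluorescence (Ex 365/Em 440 nm) after NaOH/glycine stop at pH 10. Enzyme 4 nM, substrate 400 uM, pH 5.0 citrate buffer, 20 min room temperature; AC50 from Hill-equation concentration-response.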
Tau fluor cs: counter-screen for tau fibril formation inhibitors | tau K18 P301L Alexa594 fluorescence, heparin fibrillization | Potency, µM (doses to about 57.7 µM), without a hit: top-dose activity change, negative = decrease | 280,000 tested, 0.93% active; further: on the % scale 0 is the no-effect control and ±100 the full control effect; nearly all actives have a fitted effect of over 55% in size
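Human K18 P301L tau (15 uM unlabeled plus 0.24 uM Alexa 594-labeled, final) in 100 mM sodium acetate pH 7 was mixed with compound and 20 uM heparin and incubated 6 hr at 37 C.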
GAA glycogen mod: GAA glycogen-cleavage inhibition or activation | 300,000 tested, 0.38% active | recombinant GAA, glycogen substrate, Amplex Red glucose oxidase fluorescence | Potency, µM (doses to about 76.4 µM), for the others: at the top dose activity change, negative = inhibition, usual class: inhibitors;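 further: 0% = full enzyme reaction and -100% = no-enzyme basal signal; the screen sought inhibitors and activators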
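Recombinant human alpha-glucosidase (4 nM final) hydrolysed bovine liver glycogen (30 ug) for 40 min at 37 C in pH 5.0 citrate/phosphate with 0.01% Tween-20. Released glucose detected by glucose oxidase/Amplex Red, Ex 573/Em 610 nm. Compounds up to 77 uM; AC50 from Hill fits.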
Tau fibril FP: tau fibrillization inhibition (FP). P10636. K18 P301L tau heparin fibrillization, Alexa594 FP, 6 h. AID 1468. 280,000 tested, 0.39% active. Potency, µM (titrated, usually from 57.7 µM), for the others: at the highest dose activity, negative = inhibition, usual class: inhibitors; further: on the % scale 0 is the no-effect control and ±100 the full control effect; nearly all actives have a fitted effect of over 55% in size
Target sequence (P10636 561-689 P618L limits assumed): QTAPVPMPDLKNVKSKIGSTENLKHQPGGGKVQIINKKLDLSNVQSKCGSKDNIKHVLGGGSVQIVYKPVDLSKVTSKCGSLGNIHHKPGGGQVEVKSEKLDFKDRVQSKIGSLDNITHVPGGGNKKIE
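Heparin (20 uM) drove fibril formation of recombinant tau K18 P301L, 15 uM unlabeled with 0.24 uM Alexa 594 label, for 6 hr at 37 C in 100 mM sodium acetate pH 7. Fluorescence polarization (555/632 nm) read 1 hr after 30 uM ThT.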
Tau ThT inhib: tau fibrillization inhibition (ThT binding) | recombinant tau K18 P301L, heparin-induced fibrillization, ThT fluorescence | Potency, µM (titrated, usually from 57.4 µM), inactives show at the highest dose activity, negative = inhibition, hits mostly inhibitors | 270,000 tested, 2.1% active; further: on the % scale 0 is the no-effect control and ±100 the full control effect; nearly all actives have a fitted effect of over 55% in size
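ThT emission at 510 nm, taken 1 hr after adding 30 uM dye, quantifies aggregates formed when 20 uM heparin acts on human tau K18 P301L for 6 hr at 37 C.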
aGal spleen mod: alpha-galactosidase A (human) modulation | AID 2107 | 240,000 tested, 0.008% active | human spleen homogenate, 4MU-alpha-Gal fluorescence, 40 min | P06280 | Potency, µM (titrated, usually from 80 µM), without a hit: top-dose activity change, negative = inhibition, actives largely listed as inhibitors;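 further: 0% = enzyme with vehicle and -100% = no enzyme basal signal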
Target sequence (P06280 32-429 limits assumed): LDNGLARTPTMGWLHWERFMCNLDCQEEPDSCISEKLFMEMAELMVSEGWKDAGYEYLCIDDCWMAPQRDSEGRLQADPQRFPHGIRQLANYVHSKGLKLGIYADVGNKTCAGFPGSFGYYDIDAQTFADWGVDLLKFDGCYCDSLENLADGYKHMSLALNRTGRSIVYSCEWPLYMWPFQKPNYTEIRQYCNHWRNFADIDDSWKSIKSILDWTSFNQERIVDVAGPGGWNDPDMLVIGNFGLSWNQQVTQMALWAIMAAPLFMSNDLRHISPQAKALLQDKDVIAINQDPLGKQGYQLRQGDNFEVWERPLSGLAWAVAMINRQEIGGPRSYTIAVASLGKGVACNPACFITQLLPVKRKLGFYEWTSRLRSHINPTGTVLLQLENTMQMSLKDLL
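Human spleen homogenate (1 ug) was the enzyme source, with 4-methylumbelliferyl-alpha-D-galactopyranoside (1 mM final) in pH 5.0 citrate buffer with 0.01% Tween-20. Compounds were titrated; after 40 min at 37C, NaOH/glycine stop, 4-MU fluorescence read; AC50 from Hill fits.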
GAA spleen mod: inhibits or activates alpha-glucosidase in human spleen homogenate. AID 2112. 240,000 tested, 0.006% active. P10253. Potency, µM (doses to about 79.9 µM), inactives show at the top dose activity change, negative = inhibition, actives largely listed as inhibitors. human spleen homogenate, 4-MU-alpha-glucoside fluorescence;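 further: 0% = enzyme with vehicle and -100% = no enzyme basal signal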
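AC50 values come from Hill-equation fits of concentration-response data, normalized to no-enzyme and full-activity controls. Enzyme source: 1 ug human spleen homogenate; 1 mM fluorogenic 4-MU glucoside, pH 5.0 citrate buffer, 37 C, 40 min.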
HTT cytoprotect: protects HTT-Q103 PC12 cells, measured by ATP; PC12 HTT-Q103 induced, cytoprotection, ATP luminescence, 40 h; 230,000 tested, 0.14% active; Potency, µM (top dose mostly 56.4 µM), without a hit: cytoprotection (ATP increase), hits mostly activators;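 further: % of control where 0% means no effect; nearly all actives have a fitted effect of over 45% in size; toxic huntingtin expression switched on by the ecdysone agonist tebufenozide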
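Compounds were screened for protection of PC12 cells against cell death after tebufenozide induction (100 nM final) of mutant Huntingtin exon 1 (Q103) fused to GFP.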
* = called active by the depositor; u = inconclusive; x = not tested or not shown; & = joins results of further samples; [ ] = remark or other dose. The call rests on the fitted dose curve; in most records, active means well fitted curve in the direction sought with a large enough effect; inconclusive means small, poorly fitted or top-dose-only effect, or another doubt; inactive means no such curve, though single readings can be large; an effect the other way counts as inactive or inconclusive. Potency means the concentration at half of the fitted maximal effect.

Structure	GAA inhib	Tau fluor cs	GAA glycogen mod	Tau fibril FP	Tau ThT inhib	aGal spleen mod	GAA spleen mod	HTT cytoprotect
Cc1ccc(-c2nc3ccccc3[nH]2)cc1NC(=O)COc1ccccc1[N+](=O)[O-]	x	-20%	13%[76.3 µM]	u	u	x	x	x
CCOc1ccc(CCNC(=O)C2CCN(S(=O)(=O)N3CCC(C)CC3)CC2)cc1OCC	-7%	-6%	4%	-11%	0%	6%	8%	x
CN(C)C=NCCn1c(N2CCOCC2)nc2c1c(=O)n(C)c(=O)n2C	-3%	4%	4%	2%	-6%	-1%	-4%	-16%[0.074 µM]
O=S(=O)(NCc1csc(-c2ccccc2)n1)c1ccc(Cl)s1	5%	6%	-3%	-2%	10%	0%	-7%	13%
C/C=C\C(=O)Nc1cccc(C2=NOC3(C2)C[C@@H](C(N)=O)N(C(=O)C2(C)CC2)C3)c1 (stereo partly specified)	x	7%	3%	0%	-1%	4%	-14%	-1%[10 µM]
COc1ccc(CNC(=O)C(c2ccncc2)N(C(=O)Cc2cccs2)c2ccccc2C)cc1 (stereo unspecified)	-11%	-17%	-11%	-2%	-18%	-6%	3%	12%[10 µM]
CCSCCOC(=O)C1=C(C)N(C)C(=O)NC1c1cc(OC)ccc1OC (stereo unspecified)	-10%	-5%	4%	8%	-11%	1%	2%	3%
CC1CCN(S(=O)(=O)c2ccc3c(c2)c(=O)c(C(=O)NCc2ccco2)cn3C)CC1	-9%	-25%	5%	8%	-17%	-5%	0%	x
FC(F)(F)c1cccc(NC(=S)N2CCN(c3ccccc3)CC2)c1	1%	1%	5%	12%	-4%	-2%	-4%	-1%[10 µM]
O=C(CSC1=NCCS1)Nc1nc2ccccc2s1	-2%	-10%	-12%	-2%	-13%	-4%	-5%	u
CS(=O)(=O)N(CC(=O)N1CCCCCC1)c1cccc(Br)c1	-4%	2%	-10%	4%	-4%	5%	0%	-6%
Cc1ccc(OC(C)C(=O)Nc2nonc2-c2ccc(Br)cc2)cc1C (stereo unspecified)	x	-3%	6%[76.3 µM]	7%	-8%	x	x	x
Cc1cc(C)cc(NC(=S)NC2CC3CCCC(C2)N3C2CC2)c1 (stereo unspecified)	5%	-4%	-14%	-5%	3%	9%	8%	-10%[10 µM]
CCn1cc(C(=O)NCc2ccco2)c(=O)c2cc(F)c(N3CCN(C(=O)c4ccco4)CC3)cc21	u	-7%	0%	-4%	u	1%	-21%	-6%
Cc1cccc(Cc2cnc(NC(=O)C3=NCCN3)s2)c1	0%	-5%	1%	-9%	-10%	3%	6%	-25%

Exported with values under each structure: entries from further up.
Below each compound – GAA inhib | Tau fluor cs | GAA glycogen mod | Tau fibril FP | Tau ThT inhib | aGal spleen mod | GAA spleen mod | HTT cytoprotect
FC(F)(F)c1cccc(NC(=S)N2CCN(c3ccccc3)CC2)c1
 : 1% | 1% | 5% | 12% | -4% | -2% | -4% | -1%[10 µM]
O=C(CSC1=NCCS1)Nc1nc2ccccc2s1
 : -2% | -10% | -12% | -2% | -13% | -4% | -5% | u
CS(=O)(=O)N(CC(=O)N1CCCCCC1)c1cccc(Br)c1
 : -4% | 2% | -10% | 4% | -4% | 5% | 0% | -6%
Cc1ccc(OC(C)C(=O)Nc2nonc2-c2ccc(Br)cc2)cc1C (stereo unspecified)
 : x | -3% | 6%[76.3 µM] | 7% | -8% | x | x | x

Later entries
Structure	GAA inhib	Tau fluor cs	GAA glycogen mod	Tau fibril FP	Tau ThT inhib	aGal spleen mod	GAA spleen mod	HTT cytoprotect
Cc1ccc(-c2nnc(SCC(=O)NC3CCCc4ccccc43)n2N)cc1 (stereo unspecified)	u	-25%	4%	-3%	u	5%	0%	x
O=C1CCCC(O)=C1C1C2=C(CCCC2=O)OC2=C1C(=O)CCC2	9%	-2%	-13%	-4%	-14%	-1%	4%	4%[10 µM]
Cc1ccc(/C=C2\SC(=S)N(CCC(=O)NNC(=O)c3ccncc3)C2=O)cc1	x	7%	4%	-9%	x	2%	-5%	-6%[10 µM]
N=c1c2c(n(Cc3ccc(Cl)c(Cl)c3)c3c1CCC3)CCCC2	-4%	-22%	2%	u	-11%	13%	6%	-7%
CCCC(C(=O)N1CCOCC1)N1C(=O)C2C3C=CC(C3)C2C1=O (stereo unspecified)	-10%	6%	-3%	-2%	-5%	6%	-1%	-3%
CCN1C(=O)CC(C(=O)Nc2ccc(OC)cc2)SC1=Nc1ccc(C)c(C)c1 (stereo unspecified)	x	-28%	-5%[76.3 µM]	u	2%	x	x	x
C=C1CCC(O)C/C1=C\C=C1/CCCC2(C)C1CCC2C(C)/C=C/C(C)C(C)C (stereo unspecified)	x	-5%	x	3%	-9%	0%	1%	16%[1.9 µM]
COc1ccccc1NS(=O)(=O)c1cccc(C(=O)N/N=C/c2c(C)nn(-c3ccccc3)c2N2CCCC2)c1	u	u	-4%	u	-18%	5%	4%	-28%[10 µM]
CCOC(=O)c1sc(NC(=O)CSc2nnc(C(C)C)n2CC)nc1C	-1%	-2%	-8%	-1%	-1%	0%	-3%	-9%
O=C(O)C(Cc1c[nH]c2ccccc12)N1C(=O)c2ccccc2C1=O (stereo unspecified)	-4%	-7%&-1%	7%&0%	-1%&5%	-6%&-5%	-6%&1%	-5%&2%	-6%&18%[10 µM]
CCCn1c(=O)n(-c2cc(Cl)c(OC)cc2OC)c(=O)c2c3c(sc21)CN(C(C)=O)CC3	x	0%	13%[76.3 µM]	7%	1%	x	x	x
O=C(/C(C=Nc1ccc(F)cc1)=C(/O)c1ccco1)C(F)(F)F	4%	-18%	5%	-10%	u	-10%	-11%	-29%[10 µM]
O=C(Nc1nnc(CSCc2ccccc2F)s1)c1cccc([N+](=O)[O-])c1	-4%	-26%	0%	6%	-12%	-1%	6%	17%[10 µM]
C#CCNc1nc(C(C)C)nc2c1nnn2Cc1ccccc1F	0%	-1%	-1%	3%	-6%	2%	6%	4%[10 µM]
O=C(O)/C=C/c1ccc2c(-c3ccccc3)onc2c1	-9%	4%	u	-2%	4%	6%	0%	2%[10 µM]
Cc1cc(C)n(-c2nc(O)cc(=O)[nH]2)n1	2%	3%	-1%	-3%	-3%	-4%	0%	-2%[10 µM]
Cc1cc(C(=O)CSc2nnc(-c3cccnc3)n2-c2ccccc2F)c(C)n1CC1CCCO1 (stereo unspecified)	u	-2%	5%	9%	-17%	-11%	-5%	5%
CCc1ccc(NC(=O)CCc2nnc3n(C)c(=O)c4sccc4n23)cc1	x	-9%	-8%[76.3 µM]	-2%	-4%	x	x	x
CC(=O)CCc1ccc(OC(=O)c2cccnc2)cc1	2%	-1%	6%	3%	-3%	0%	-8%	5%[10 µM]
Cc1ccc(N/C=C(/C#N)c2ccsc2)cc1C	0%	-26%	-21%	-1%	u	3%	5%	-14%
Cc1ccc(S(=O)(=O)N2CCN(CCC#N)CC2)cc1	-2%	-3%	28%	7%	2%	12%	13%	x
O=C(OCC(=O)N1CCN(C(=O)c2ccco2)CC1)c1cc(-c2ccc(F)cc2)nc2ccccc12	-6%	-21%	-4%	7%	u	3%	-1%	-83%[inhibitor][0.074 µM]
Cc1ccc(/C(N)=N/OC(=O)c2cccc(F)c2)cc1	7%	-9%	0%	-13%	-7%	8%	2%	-15%
O=C(Nc1ccc(F)cc1F)N1CCC(c2nc3ccccc3o2)CC1	-6%	-15%	7%	-4%	-11%	0%	5%	-4%
COc1ccc(Br)cc1C(=O)NCc1cccnc1	2%	4%	15%	2%	5%	-8%	-7%	-4%
NC(=O)CCC(=O)N1CCCC(C(=O)c2ccc3c4c(cccc24)CC3)C1 (stereo unspecified)	8%	-6%	0%	1%	-7%	8%	7%	-12%[10 µM]
Cc1cc(C)c(S(=O)(=O)N2CCN(c3nc4c(c(=O)n(C)c(=O)n4C)n3C)CC2)c(C)c1	-7%	10%	-13%	2%	13%	9%	5%	-7%[10 µM]
O=C(COC(=O)c1cnccn1)c1ccc2c(c1)CCCC2	-2%	-11%	0%	-3%	-2%	-14%	9%	-20%[10 µM]
CCc1ccc(C(=O)COC(=O)C(Cc2ccccc2)NC(=O)c2ccc(Cl)cc2)cc1 (stereo unspecified)	-15%	-11%	1%	-4%	-5%	-5%	3%	1%
CCCn1c(NC(=S)Nc2ccccc2)nc2ccccc21	1%	-6%	-1%	0%	-2%	6%	0%	18%[10 µM]
CCn1cc(C(=O)N2CCc3ccccc3C2)c(=O)c2cc(S(=O)(=O)N3CCCCC3)ccc21	-13%	11%	12%	10%	2%	-6%	-1%	x
Cc1ncc(S(=O)(=O)C(C)(C)C)c(N)n1	x	-3%	-2%	5%	-4%	1%	-5%	21%[10 µM]
Clc1cccc(-c2nnc(-c3ccccc3)o2)c1	-6%	-1%	-1%	5%	-12%	-6%	-19%	-45%[inhibitor]
CCc1ccc(OCC(=O)Nc2cc3oc4ccccc4c3cc2OC)c(Br)c1	x	-1%	9%[76.3 µM]	-5%	u	x	x	x
COc1ccc(NC(=O)C2CCCN(C(=O)NC3CCCCC3)C2)cc1OC (stereo unspecified)	2%	3%	-2%	1%	-2%	14%	7%	2%
C=CCNC(=S)Nc1cccc2ccccc12	7%	0%	-10%	4%	-4%	1%	0%	12%[10 µM]
CCCOc1ccc(C(CC(=O)O)NC(=O)CC(c2ccccc2)c2ccccc2)cc1 (stereo unspecified)	-5%	2%	-16%	-2%	-6%	-5%	2%	-5%
CNC(=O)COC(=O)c1cc(NC(=O)c2ccco2)c(OC)c(OC)c1	-4%	0%	6%	2%	-4%	0%	-6%	-12%
C=CCc1cc(Cl)ccc1OCCCNCCO	-8%	-7%	19%	2%	-5%	-7%	-16%	-4%[10 µM]
N#Cc1cnn(Cc2ccc(Cl)cc2)c1N	-2%	-1%	3%	0%	-10%	4%	2%	-20%[0.074 µM]
